High-throughput results from PubChem.
PfGluPho inh: PfG6PD enzyme inhibitors, primary screen, biochemical, fluorescence intensity, uHTS. glucose-6-phosphate dehydrogenase-6-phosphogluconolactonase (Plasmodium falciparum 3D7). actives 0.78% (n = 350,000). PfGluPho enzyme, NADPH resazurin-diaphorase fluorescence. inhibition, % at 20 µM;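 active = inhibition reaching at least a set limit at 20 µM in the primary screen, cut at about 59% in these data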;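 also: 0% = DMSO wells with substrate and 100% = DMSO wells lacking glucose-6-phosphate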
MPTP inh: mitochondrial permeability transition pore inhibitors, primary screen, biochemical, isolated mouse mitochondria, absorbance | Ca2+ swelling absorbance, 30 min | inhibition, % at 10 µM | actives 1.4% (n = 360,000) | AID 602449, 2012;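 active = inhibition of 50% or more, scaled per plate between neutral and stimulator controls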;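 also: 0% = DMSO wells given calcium and 100% = 1 mM EGTA wells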
GRIN3A LBD mod: binders of NR3A ligand-binding domain, primary screen, biophysical, differential scanning fluorimetry, uHTS; actives 2.5% (n = 340,000); NR3A LBD differential scanning fluorimetry, Tm shift; 0% = protein alone, 100% = glycine-bound protein; Glutamate receptor ionotropic, NMDA 3A (GRIN3A) ligand-binding domain; Tm shift relative to glycine control, % at 25 µM;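 active = melting temperature shift of at least 10% of the positive control shift, at one fixed dose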
hIAP activ: human IAP activators, primary screen, biochemical, luminescence, uHTS. purified human IAP, CDP-Star luminescence, 30 min; stronger effect = higher value; 1 = vehicle-only enzyme, 0 = enzyme-free background. activation factor at 10 µM. actives 0.16% (n = 330,000);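 active = activation factor of the enzyme at least 2-fold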; also: the source names both 10 and 20 µM as test concentration; values of inactives mirror those of a sister screen read the other way
SENP6 block: SENP6 protease inhibitors, primary screen, biochemical, luminescence, uHTS; Recombinant SENP6 catalytic domain, aminoluciferin luminescence; inhibition, % at 10 µM; actives 1.8% (n = 330,000); AID 2599, 2010;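 active = inhibition above about 50% at the single tested dose, limit read from the data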;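 also: plate controls were DMSO wells with enzyme for no effect and DMSO wells lacking enzyme for full effect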
SENP8 block: human SENP8 protease inhibitors, primary screen, biochemical, fluorescence, Nedd8 protein substrate, uHTS; Sentrin-specific protease 8 (Homo sapiens), Q96LD8; recombinant SENP8; inhibition, % at 20 µM; actives 0.64% (n = 360,000); AID 602440, 2012; in the data active = inhibition mostly above about 40%, no sharp cut-off; inactive = mostly below about 27%
Target sequence (Q96LD8 whole entry, looked up): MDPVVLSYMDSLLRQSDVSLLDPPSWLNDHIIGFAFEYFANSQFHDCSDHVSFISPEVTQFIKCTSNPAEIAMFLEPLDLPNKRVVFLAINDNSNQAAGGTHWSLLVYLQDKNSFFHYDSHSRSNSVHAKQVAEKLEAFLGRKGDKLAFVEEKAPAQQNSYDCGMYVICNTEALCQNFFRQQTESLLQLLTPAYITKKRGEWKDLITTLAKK
SENP1 inh: human SENP1 catalytic domain inhibitors, primary screen, biochemical, FRET, uHTS | inhibition, % at 10 µM | AID 624204, 2012 | actives 0.21% (n = 360,000) | recombinant SENP1 catalytic domain, CyPet-SUMO1-YPet FRET cleavage | Sentrin-specific protease 1 (Homo sapiens), Q9P0U3;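 active = inhibition at least 30% at 10 µM, raw YFP signal under a set limit, fluorescence ratio 0.5 to 1.5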;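 also: 0% = enzyme with DMSO and 100% = no enzyme wells; some results filed as inactive read as strong as hits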
Target sequence (Q9P0U3 419-644 limits assumed): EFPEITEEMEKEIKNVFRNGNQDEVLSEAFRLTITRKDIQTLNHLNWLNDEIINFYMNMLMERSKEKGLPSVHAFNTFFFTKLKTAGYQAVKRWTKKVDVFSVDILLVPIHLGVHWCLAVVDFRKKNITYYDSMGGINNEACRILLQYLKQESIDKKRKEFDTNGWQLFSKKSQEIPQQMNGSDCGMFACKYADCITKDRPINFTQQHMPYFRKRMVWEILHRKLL
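Test system: recombinant human SENP1 catalytic domain, His6-tagged / Medium: pH 8 Tris buffer with EDTA, NaCl, BME, BSA, NP40, catalase / Also added: SUMO1 FRET substrate flanked by Cypet and Ypet, 25 nM / Times: 50 min reaction at room temperature / Signal: FRET, CFP and YFP emission / Control set: no-enzyme low control and enzyme-plus-DMSO high control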
ATG4B inh: ATG4B protease inhibitors, primary screen, biochemical, fluorescence, uHTS | AID 504462, 2011 | inhibition, % at 8.33 µM | Cysteine protease ATG4B (Homo sapiens), Q9Y4P1 | actives 0.51% (n = 340,000) | ATG4B cleavage of LC3-PLA2, NBD-HPC fluorescence, 1 h; in the data active = inhibition above about 40%
Target sequence (Q9Y4P1 whole entry, looked up): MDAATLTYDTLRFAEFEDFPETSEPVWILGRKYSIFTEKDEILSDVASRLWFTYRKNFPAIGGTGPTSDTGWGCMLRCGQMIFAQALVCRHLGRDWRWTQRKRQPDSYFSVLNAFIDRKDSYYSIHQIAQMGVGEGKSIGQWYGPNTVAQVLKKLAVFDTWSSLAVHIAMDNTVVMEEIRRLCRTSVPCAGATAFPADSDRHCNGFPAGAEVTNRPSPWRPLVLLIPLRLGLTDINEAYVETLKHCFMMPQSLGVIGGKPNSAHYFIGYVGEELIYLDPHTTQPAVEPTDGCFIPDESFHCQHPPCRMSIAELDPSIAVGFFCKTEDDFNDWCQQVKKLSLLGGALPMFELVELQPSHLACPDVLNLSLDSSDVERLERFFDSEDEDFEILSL
* marks the source's active call; other numbers are inactive results.

CC(=O)N1CCOc2ccc(S(=O)(=O)NCc3ccc(C)cc3)cc21 was read as PfGluPho inh 8, MPTP inh -1.9, GRIN3A LBD mod 2, hIAP activ 0.83, SENP6 block 16, SENP8 block 1, SENP1 inh -1 and ATG4B inh -1.
For Cc1c(Br)c(=O)oc2c(C)c(O)ccc12 the results were PfGluPho inh 9, MPTP inh 2.6, GRIN3A LBD mod -1, hIAP activ 1.1, SENP6 block -1, SENP8 block -380, SENP1 inh -22 and ATG4B inh 6.
Screening COc1cccc(N2CCN(S(=O)(=O)c3cc4c(cc3Cl)NC(=O)CO4)CC2)c1 returned PfGluPho inh 6, MPTP inh -0.2, GRIN3A LBD mod 0, hIAP activ 1, SENP6 block -6, SENP8 block 2, SENP1 inh 2 and ATG4B inh -14.
`O=C(/C=C/c1cc2ccccc2o1)c1ccccc1O` gave PfGluPho inh -9, MPTP inh 1.0, GRIN3A LBD mod -12, hIAP activ 0.82, SENP6 block -5, SENP8 block 14, SENP1 inh 0 and ATG4B inh -4.
`CCC[C@@H]1C[C@@]1(CCC)[C@@H](NP(=O)(c1ccccc1)c1ccccc1)c1ccc(C(=O)OC)cc1` gave PfGluPho inh 12, GRIN3A LBD mod 1, hIAP activ 1.2, SENP6 block -18 and ATG4B inh -7.
COc1ccccc1CCNC(=O)CN1C(=O)NC2(CCCC2)C1=O was read as PfGluPho inh -12, MPTP inh -0.6, GRIN3A LBD mod 0, hIAP activ 1.1, SENP6 block -4, SENP8 block 17, SENP1 inh 3 and ATG4B inh 2.
For O=C(O)CCCNC(=O)c1cncc(O)c1 the results were PfGluPho inh -5, MPTP inh -0.8, GRIN3A LBD mod 0, hIAP activ 1, SENP6 block -1, SENP8 block -45, SENP1 inh -3 and ATG4B inh -3.
Screening N#Cc1cccc(S(=O)(=O)NCCOc2ccccc2F)c1 returned PfGluPho inh 13, MPTP inh -2.5, GRIN3A LBD mod 2, hIAP activ 0.87, SENP6 block -13, SENP8 block 10, SENP1 inh -2 and ATG4B inh -3.
For CC1CCCCN1C(=O)Cc1ccc(Cl)cc1 (configuration not stated) the results were PfGluPho inh -4, MPTP inh 2.7, GRIN3A LBD mod 2, hIAP activ 0.88, SENP6 block 4, SENP8 block 13, SENP1 inh 1 and ATG4B inh -2.
Screening O=C(O)C1CCCCC1C(=O)Nc1ccc2c(c1)CCC2 (configuration not stated) returned PfGluPho inh -10, MPTP inh -2.2, GRIN3A LBD mod -10, hIAP activ 1, SENP6 block 5, SENP8 block 6, SENP1 inh -1 and ATG4B inh -9.

Continued, starting with the last 3 of the part before.
Screening N#Cc1cccc(S(=O)(=O)NCCOc2ccccc2F)c1 returned PfGluPho inh 13, MPTP inh -2.5, GRIN3A LBD mod 2, hIAP activ 0.87, SENP6 block -13, SENP8 block 10, SENP1 inh -2 and ATG4B inh -3.
For CC1CCCCN1C(=O)Cc1ccc(Cl)cc1 (configuration not stated) the results were PfGluPho inh -4, MPTP inh 2.7, GRIN3A LBD mod 2, hIAP activ 0.88, SENP6 block 4, SENP8 block 13, SENP1 inh 1 and ATG4B inh -2.
Screening O=C(O)C1CCCCC1C(=O)Nc1ccc2c(c1)CCC2 (configuration not stated) returned PfGluPho inh -10, MPTP inh -2.2, GRIN3A LBD mod -10, hIAP activ 1, SENP6 block 5, SENP8 block 6, SENP1 inh -1 and ATG4B inh -9.
`Cc1ccc(Nc2nc(N)nc(CSC(=S)N3CCOCC3)n2)c(C)c1` gave PfGluPho inh 9, MPTP inh -1.8, GRIN3A LBD mod -1, hIAP activ 1, SENP6 block -7, SENP8 block 22, SENP1 inh 3 and ATG4B inh -8.
CCC(SC1=N/C(=C/c2ccccc2OC)C(=O)N1c1ccccc1)C(=O)Nc1cc(C)on1 (configuration not stated) was read as PfGluPho inh 5, MPTP inh 0.7, GRIN3A LBD mod 0, hIAP activ 0.82, SENP6 block 2, SENP8 block -186, SENP1 inh -160 and ATG4B inh 2.
For O=C(CSc1cccc[n+]1[O-])N1CCc2ccccc21 the results were PfGluPho inh 0, MPTP inh -0.6, GRIN3A LBD mod -1, hIAP activ 0.98, SENP6 block 7, SENP8 block 12, SENP1 inh 2 and ATG4B inh -8.
`CCCCOC(=O)c1ccc(NC(=S)NC(=O)c2c(Br)c(C)nn2C)cc1` gave PfGluPho inh -8, MPTP inh 4.1, GRIN3A LBD mod -2, hIAP activ 0.79, SENP6 block -10, SENP8 block 5, SENP1 inh 4 and ATG4B inh -16.
`C=CCn1c(SCC(=O)N(C(C)CC)C2CCS(=O)(=O)C2)nc2ccccc2c1=O` (configuration not stated) gave PfGluPho inh -26, MPTP inh -1.2, GRIN3A LBD mod 3, hIAP activ 0.96, SENP6 block 2, SENP8 block -4, SENP1 inh 1 and ATG4B inh 3.
For CC(=O)c1c(N2CCOCC2)nc2ccc(Br)cc2c1-c1ccccc1 the results were PfGluPho inh 16, MPTP inh -0.1, GRIN3A LBD mod -4, hIAP activ 1, SENP6 block -11, SENP8 block 18, SENP1 inh 2 and ATG4B inh 1.
For COc1cc(/C=N/NC(=O)c2cnn3c(C)cc(-c4ccccc4)nc23)ccc1O the results were PfGluPho inh 11, MPTP inh 1.8, GRIN3A LBD mod 3, hIAP activ 1.3, SENP6 block -5, SENP8 block 6, SENP1 inh -1 and ATG4B inh -27.
`Cn1c(=O)c2cc(S(=O)(=O)NC(C(=O)NCc3ccccn3)c3ccccc3)ccc2n(C)c1=O` (configuration not stated) gave PfGluPho inh 4, MPTP inh -2.4, GRIN3A LBD mod 0, hIAP activ 0.86, SENP6 block -17, SENP8 block 0, SENP1 inh 0 and ATG4B inh -11.
`COC(=O)C(=Cc1ccccc1[N+](=O)[O-])C(=O)OC` gave PfGluPho inh 2, MPTP inh -1.1, GRIN3A LBD mod -8, hIAP activ 0.97, SENP6 block 10, SENP8 block 22, SENP1 inh 1 and ATG4B inh 1.
For CC(C)C[C@H](NC(=O)c1cc2cc(Cl)ccc2n1C)C(=O)N1CCC[C@H]1C(=O)O the results were PfGluPho inh -11, MPTP inh 2.5, GRIN3A LBD mod -5, hIAP activ 1, SENP6 block -17, SENP8 block 47*, SENP1 inh 2 and ATG4B inh -2.
`CCOC(=O)C1=C(CC)OC(N)=C(C#N)C1c1ccc(NC(C)=O)cc1` (configuration not stated) gave PfGluPho inh -6, MPTP inh 0.3, GRIN3A LBD mod 0, hIAP activ 0.93, SENP6 block -6, SENP8 block -423, SENP1 inh -3 and ATG4B inh 0.
COc1ccccc1NC(=O)COC(=O)c1cc([N+](=O)[O-])ccc1N1CCCC1 was read as PfGluPho inh 23, MPTP inh -0.7, GRIN3A LBD mod -10, hIAP activ 0.92, SENP6 block -7, SENP8 block 29, SENP1 inh -8 and ATG4B inh -12.
N#CC12CCCCC1CC1CCCCC1(C#N)N2Cc1cccnc1 (configuration not stated) was read as PfGluPho inh -16, MPTP inh 0.4, GRIN3A LBD mod -1, hIAP activ 1, SENP6 block 1, SENP8 block 6, SENP1 inh 0 and ATG4B inh -1.
`CCCC(=O)Nc1cc(C)c2c(=O)oc3ccccc3c2n1` gave PfGluPho inh 13, MPTP inh 0.2, GRIN3A LBD mod 0, hIAP activ 1.2, SENP6 block -2, SENP8 block -8, SENP1 inh -41 and ATG4B inh -8.
`O=C(CCC(=O)c1cccs1)OCC(=O)N1CCN(C(=O)c2ccco2)CC1` gave PfGluPho inh 15, MPTP inh -2.6, GRIN3A LBD mod 1, hIAP activ 1, SENP6 block -1, SENP8 block 2, SENP1 inh 1 and ATG4B inh -7.
`CCOc1ccc(CN(C(=O)/C=C/c2ccco2)C2CCS(=O)(=O)C2)cc1` (configuration not stated) gave PfGluPho inh 14, MPTP inh -1.8, GRIN3A LBD mod -1, hIAP activ 1, SENP6 block -2, SENP8 block 2, SENP1 inh -7 and ATG4B inh -8.
Screening CC(=O)Nc1cc(OC(=O)c2ccco2)cc(OC(=O)c2ccco2)c1 returned PfGluPho inh -11, MPTP inh 1.6, GRIN3A LBD mod 3, hIAP activ 1.3, SENP6 block -10, SENP8 block 22, SENP1 inh 3 and ATG4B inh 7.
For CCCN1CC(O)=C(C#N)C1=O the results were PfGluPho inh 0, MPTP inh 0.3, GRIN3A LBD mod 0, hIAP activ 1.3, SENP6 block 7, SENP8 block -1, SENP1 inh 0 and ATG4B inh 1.
Screening Cc1nc2ccccc2c(=O)n1NC(=O)c1c(F)cccc1F returned PfGluPho inh 8, MPTP inh -0.5, GRIN3A LBD mod 0, hIAP activ 0.82, SENP6 block -3, SENP8 block 12, SENP1 inh 2 and ATG4B inh -2.
COc1ccccc1CNC(=O)/C=C/c1ccc(S(=O)(=O)N2CCOCC2)cc1 was read as PfGluPho inh -5, MPTP inh -0.7, GRIN3A LBD mod -1, hIAP activ 1.1, SENP6 block -14, SENP8 block 18, SENP1 inh 4 and ATG4B inh -16.
`O=C(Nc1ccccc1-c1nc2ccccc2[nH]c1=O)c1cccs1` gave PfGluPho inh -17, MPTP inh -0.8, GRIN3A LBD mod -1, hIAP activ 0.98, SENP6 block 0, SENP8 block -2, SENP1 inh -2 and ATG4B inh 5.
Screening C=CCSc1nnc(NC(=O)c2cn(CC)c3nc(C)ccc3c2=O)s1 returned PfGluPho inh -8, MPTP inh 1.1, GRIN3A LBD mod 0, hIAP activ 1.4, SENP6 block -6, SENP8 block -27, SENP1 inh 13 and ATG4B inh -1.
For COc1ccc(S(=O)(=O)N2CCN(C(=O)CCNC(=O)c3ccccc3Cl)CC2)cc1 the results were PfGluPho inh -5, MPTP inh 0.2, GRIN3A LBD mod -2, hIAP activ 0.81, SENP6 block -4, SENP8 block 2, SENP1 inh -1 and ATG4B inh 1.
For Nc1nonc1-n1nnc(C(=O)N/N=C/c2ccoc2)c1CSc1ccc(Cl)cc1 the results were PfGluPho inh 6, MPTP inh -1.1, GRIN3A LBD mod 35*, hIAP activ 1, SENP6 block -26, SENP8 block -14, SENP1 inh -1 and ATG4B inh -4.
Screening CC(=O)C1=C(C)Nc2ncnn2C1c1cccc(O)c1 (configuration not stated) returned PfGluPho inh 2, MPTP inh 0.0, GRIN3A LBD mod 1, hIAP activ 0.94, SENP6 block -17, SENP8 block 12, SENP1 inh -3 and ATG4B inh -4.
For CC1CCN(C2=C(NS(=O)(=O)c3ccc(Cl)cc3)C(=O)c3ccccc3C2=O)CC1 the results were PfGluPho inh 2, MPTP inh 2.5, GRIN3A LBD mod -1, hIAP activ 1, SENP6 block 63*, SENP8 block 33, SENP1 inh 1 and ATG4B inh -1.
`O=C(N/N=C/c1ccc(OCCCF)cc1)c1ccc(C(F)(F)F)cc1` gave PfGluPho inh -6, MPTP inh 0.0, GRIN3A LBD mod -7, hIAP activ 0.93, SENP6 block -4, SENP8 block -26, SENP1 inh 1 and ATG4B inh -1.
Screening COc1cccc(/C=N/NC(=O)c2cc3c(OC)ccc(OC)c3[nH]2)c1O returned PfGluPho inh -12, MPTP inh 2.0, GRIN3A LBD mod -14, hIAP activ 1.9, SENP6 block 1, SENP8 block -54, SENP1 inh 26 and ATG4B inh -16.
For O=C(NCc1n[nH]c(=S)n1-c1ccc(F)cc1)c1ccc(S(=O)(=O)N2CCCCC2)cc1 the results were PfGluPho inh 8, MPTP inh 0.0, GRIN3A LBD mod 1, hIAP activ 0.93, SENP6 block -9, SENP8 block 6, SENP1 inh 1 and ATG4B inh 2.
